# Bioassay records (PubChem BioAssay)
# LYP inhibition: inhibitors of LYP phosphatase, biochemical, fluorescence intensity, uHTS (AID 1779) | Tyrosine-protein phosphatase non-receptor type 22 (Homo sapiens) | recombinant LYP phosphatase, fluorescence intensity; higher % means a stronger effect | inhibition, % at 11.5 µM, or IC50 in µM where a hit was titrated | hit rate 0.054% among 290,000; in the data active = inhibition above about 50%;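 note: plate controls were vehicle with enzyme for no effect and no enzyme for full effect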
# Rac1 GTP hydrolysis: MgcRacGAP GTPase-activating activity inhibitors, confirmation, biochemical, ADP Hunter fluorescence. hit rate 0.6% among 340,000. MgcRacGAP-stimulated Rac1 GTP hydrolysis, ADP Hunter fluorescence; higher % means a stronger effect; GST-tagged Rac1 F28L mutant substrate. one-dose inhibition, % at 30 µM; IC50 in µM for titrated hits;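 active = first-screen hits whose inhibition reached a set limit at any dose in the follow-up dose series; inconclusive = inhibition above the set first-screen limit but never retested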;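 note: fluorescence reports GDP produced by GAP-driven GTP hydrolysis; strong numbers were not always called active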
# Dengue-2 NS5 capping: Dengue-2 NS5 methyltransferase inhibitors, primary screen, biochemical, confirmation dose response (AID 588689) | Genome polyprotein (Dengue virus type 2 (strain 16681-PDK53)) | one-dose inhibition, % at 25 µM; IC50 in µM for titrated hits | hit rate 0.3% among 340,000 | Dengue-2 NS5 methyltransferase capping enzyme assay, biochemical; higher % means a stronger effect; in the data active = a potency from the dose series; inconclusive = inhibition above about 29% without an active follow-up result
# RSV antiviral HEp-2: RSV antiviral activity via CPE protection, HEp-2 cells, primary 10 µM value included (AID 2391) | CPE inhibition, % at 10 µM, or IC50 in µM where a hit was titrated | HEp-2 cells, RSV-induced CPE inhibition; higher % means a stronger effect | hit rate 0.13% among 310,000; in the data active = a potency from the dose series; inconclusive = CPE inhibition mostly from about 23% at the one dose, without a potency; inactive = the rest, 99 in 100 with CPE inhibition below about 21%; note: strong numbers were not always called active
# AID2073: inhibitors of Mint1-CaV2.2 protein interaction, biochemical, HTRF (AID 2073); inhibition, % at 20 µM, or IC50 in µM where a hit was titrated; HTRF protein-protein interaction, Mint1-CaV2.2; higher % means a stronger effect; hit rate 0.19% among 290,000; Voltage-dependent N-type calcium channel subunit alpha-1B (Homo sapiens); in the data active = inhibition mostly above about 51%, no sharp cut-off; inconclusive = no clear call, values can overlap the other calls; inactive = mostly below about 53%; note: some results filed as inactive read as strong as hits
# XIAP antagonists: XIAP antagonists, biochemical, IAP family, fluorescence polarization (AID 1018); E3 ubiquitin-protein ligase XIAP (Homo sapiens); XIAP BIR domain, fluorescence polarization peptide displacement; higher % means a stronger effect; displacement, % at 20 µM, or IC50 in µM where a hit was titrated; hit rate 0.007% among 200,000; in the data active = displacement above about 50%; note: a part of the inactive calls stands beside numbers as strong as those of hits
# Large T inhibition: SV40 large T antigen inhibitors, biochemical (AID 1903) | SV40 large T antigen ATPase/helicase inhibition assay; higher % means a stronger effect | inhibition, % at 20 µM; hits with a dose series show IC50 in µM | hit rate 0.39% among 310,000; in the data active = a potency from the dose series; inconclusive = inhibition mostly from about 32% at the one dose, without a potency; inactive = the rest, 99 in 100 with inhibition below about 32%; note: strong numbers were not always called active
# HIV fusion peptide: inhibitors of HIV fusion peptide binding, primary screen, biochemical, uHTS, fluorescence dequenching (AID 1986). cell-free peptide binding, fluorescence dequenching, 30 min; higher % means a stronger effect. one-dose inhibition, % at 20 µM; IC50 in µM for titrated hits. hit rate 0.3% among 290,000; in the data active = inhibition mostly above about 52%, no sharp cut-off; inactive = mostly below about 76%; note: some results filed as inactive read as strong as hits
# Siah-1 displacement: Siah-1 peptide-binding antagonists, primary screen, biochemical, fluorescence polarization, rhodamine-plectin, uHTS (AID 1817); E3 ubiquitin-protein ligase SIAH1 (Homo sapiens); Siah-1 / rhodamine-plectin peptide fluorescence polarization; higher % means a stronger effect; displacement, % at 20 µM; hits with a dose series show IC50 in µM; hit rate 0.02% among 290,000;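 active = displacement of at least 50% at 20 µM, with a fluorescence ratio check between 0.3 and a set limit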;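 note: plate controls were Siah plus tracer with DMSO for no effect and tracer alone without Siah for full effect; strong numbers were not always called active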
# Dengue-2 NS5 capping pilot replicate: recorded beside Dengue-2 NS5 capping, whose call it bears; inhibition, %; measured here: pilot screen replicate inhibition
# * = called active by the depositor; ? = inconclusive; / = not tested or not shown. Not a hit list; about 1.7% have a hit in one of these screens.
SMILES,LYP inhibition,Rac1 GTP hydrolysis,Dengue-2 NS5 capping,RSV antiviral HEp-2,AID2073,XIAP antagonists,Large T inhibition,HIV fusion peptide,Siah-1 displacement,others
COc1ccc(N2CCN(Cc3nc4ccccc4n3C)CC2)cc1,-5%,24%,0%,2.7%,-6%,-5.3%,34%,4.0%,1%,
O=C(C[n+]1ccccc1)N/N=C/c1cc(Br)cc(Br)c1O,2%,23%,-1%,5.7%,-7%,/,1%,6.2%,0%,
COc1ccc(N2CCN(S(=O)(=O)CCNC(=O)/C=C/c3ccccc3)CC2)cc1,/,4%,2%,-1.7%,/,/,0%,/,/,
COc1ccc(C(=O)NCc2ccc3c(c2)OCO3)cc1S(=O)(=O)NCc1ccc(Cl)cc1,-2%,11%,0%,1.9%,39%,-4.4%,21%,0.7%,3%,
COc1ccccc1NC(=O)c1cnc(SCC(=O)NCC2CCCO2)n(C)c1=O (stereo not drawn),/,-2%,6%,6.7%,/,/,32%,/,/,
CN1C/C(=C\c2ccc(N3CCOCC3)cc2)C(=O)/C(=C/c2ccc(N3CCOCC3)cc2)C1,2%,12%,-11%,40%,12%,-17%,9%,24%,2%,
Cc1ccc(NC(=O)COC(=O)C2CC(=O)N(Cc3ccccc3)C2)cc1F (stereo not drawn),-1%,0%,-5%,-1.4%,-8%,-6.7%,2%,0.7%,-4%,
CCC(C)[C@H](NC(=O)NCc1ccc(S(N)(=O)=O)cc1)C(=O)OC (stereo partly drawn),-4%,18%,-12%,0.1%,4%,0.1%,8%,1.1%,6%,
CCCCNC(=O)[C@H](CSCc1ccccc1)N1Cc2ccccc2C1=O,-2%,3%,-5%,2.2%,0%,-3.5%,10%,-0.4%,2%,
CCOC(=O)CSc1nnc(SCCN2C(=O)c3ccccc3C2=O)s1,-8%,6%,-3%,1.5%,8%,-4.4%,8%,-0.5%,-5%,
CCOC(=O)N/N=C1\CC(C)CC(C)(C)C1 (stereo not drawn),-9%,7%,5%,0.4%,9%,2.5%,23%,1.7%,3%,
O=S(=O)(Nc1ccc(O)c(NS(=O)(=O)c2ccccc2)c1)c1ccccc1,-6%,-6%,-2%,3.5%,-14%,/,24%,3.8%,2%,

# Structural class, the compounds so far containing two or more sulfur atoms.
SMILES,LYP inhibition,Rac1 GTP hydrolysis,Dengue-2 NS5 capping,RSV antiviral HEp-2,AID2073,XIAP antagonists,Large T inhibition,HIV fusion peptide,Siah-1 displacement,others
CCOC(=O)CSc1nnc(SCCN2C(=O)c3ccccc3C2=O)s1,-8%,6%,-3%,1.5%,8%,-4.4%,8%,-0.5%,-5%,
O=S(=O)(Nc1ccc(O)c(NS(=O)(=O)c2ccccc2)c1)c1ccccc1,-6%,-6%,-2%,3.5%,-14%,/,24%,3.8%,2%,

# The list goes on:
SMILES,LYP inhibition,Rac1 GTP hydrolysis,Dengue-2 NS5 capping,RSV antiviral HEp-2,AID2073,XIAP antagonists,Large T inhibition,HIV fusion peptide,Siah-1 displacement,others
CCOc1ccc(N(CC(=O)O)S(=O)(=O)c2cccnc2)cc1,-4%,7%,-9%,-0.6%,-12%,0.4%,-4%,-2.7%,1%,
CCn1c(CSc2nc(C)cs2)nc2cc(S(=O)(=O)N(C)C)ccc21,-4%,9%,-2%,3.8%,0%,-4.5%,7%,-1.1%,7%,
Cc1ccc(C(=O)Nc2cnc3ccccc3c2)cc1,-7%,7%,-2%,0.7%,2%,-15%,-3%,-3.0%,20%,
CCc1cc2c(=O)[nH]c(N3CCOCC3)nc2s1,1%,1%,-10%,1.1%,12%,-3.1%,15%,3.4%,1%,
Cc1ccc(Cl)cc1N1CCN(C(=O)Cn2ccc3ccccc3c2=O)CC1,-3%,5%,1%,4.5%,-8%,-7.0%,5%,-1.2%,8%,
COc1cc(NS(=O)(=O)c2ccc(NC(=O)C3CCCO3)cc2)nc(OC)n1 (stereo not drawn),-2%,0%,-8%,1.2%,-7%,-3.7%,0%,2.3%,3%,
O=[N+]([O-])c1ccc2[nH]c(O)c(N=NC(=S)NCC3CCCO3)c2c1 (stereo not drawn),-4%,10%,-2%,4.8%,-10%,-5.5%,1%,-0.4%,-5%,
COc1ccc(NC(=O)Cn2ncn3c(cc4ccccc43)c2=O)c(OC)c1OC,-1%,10%,-9%,1.0%,59%,/,8%,3.7%,-1%,
O=C(Cn1nnc(-c2cccc(C(F)(F)F)c2)n1)N1CCCCCC1,-9%,-2%,-4%,2.5%,-4%,-2.6%,8%,-1.9%,-1%,
CCOc1ccc(CNC(=O)Cn2c(=O)c3cccn3c3ccccc32)cc1,-11%,2%,-4%,3.2%,17%,/,14%,3.2%,24%,
COc1ccc(Nc2cc(C(=O)NCCCN3CCOCC3)c3ccccc3n2)cc1OC,2%,12%,-2%,1.2%,0%,-4.2%,12%,1.1%,13%,
O=C(Nn1cnnc1)c1ccc([N+](=O)[O-])cc1,-5%,1%,-2%,-1.2%,-2%,-4.7%,16%,-0.1%,6%,
CC(C)c1c(O)cc(-c2ccncc2)n(-c2ccc(Cl)cc2)c1=O,-4%,12%,2%,0.6%,7%,-7.8%,-7%,-3.6%,-1%,
CC12CN3CC(C)(CN(C1)C3c1cc(Br)ccc1O)C2=O (stereo not drawn),2%,6%,-4%,1.0%,?,-4.6%,4%,0.0%,4%,
CCOc1ccc(-n2c(SCC(N)=O)nnc2-c2cccnc2)cc1,-6%,3%,-5%,1.6%,16%,/,4%,0.3%,2%,
CCOC(=O)N1CCN(C(=O)c2ccc(CS(=O)(=O)c3ccccc3OC)o2)CC1,6%,-1%,2%,1.5%,13%,0.4%,11%,149%,-2%,
CC12CC3(C)CC(C)(C1)CC(C(=O)NCc1ccccn1)(C2)C3,-4%,-2%,-17%,0.2%,-6%,-5.4%,9%,-1.0%,7%,
CCOC(=O)C1CCN(C(=O)c2sccc2Cl)CC1,-3%,-9%,-9%,/,-5%,/,-5%,-0.5%,0%,
CN(C)S(=O)(=O)c1cccc(NC(=O)c2ccc(S(=O)(=O)N3CCCCC3)cc2)c1,/,-1%,0%,21%,/,/,11%,/,/,
O=C(C[n+]1ccc2ccccc2c1)c1cccc2ccccc12,-4%,17%,12%,5.6%,8%,-8.5%,17%,2.9%,-3%,
O=S(Cc1ccc(Cl)cc1)CC(O)COCc1ccc(Cl)cc1 (stereo not drawn),-2%,-3%,-8%,1.0%,-2%,-19%,3%,0.1%,-1%,
O=C(CSc1ncnc2c1oc1ccccc12)c1cccs1,-9%,11%,0%,0.3%,31%,-3.1%,-7%,0.9%,2%,
COCCn1c(=N)c(S(=O)(=O)c2ccc(Br)cc2)cc2c(=O)n3ccccc3nc21,68%*,-11%,?,2.9%,30%,/,12%,6.9%,2%,
O=C(Cc1ccc2c(c1)OCCO2)c1c(O)cc(O)cc1O,6%,7%,-5%,1.6%,7%,-4.4%,28%,-0.1%,5%,
Cc1ccc(NC(=S)N(CCN2CCOCC2)Cc2cc3cc4c(cc3[nH]c2=O)OCO4)cc1,-8%,3%,8%,-2.6%,16%,-5.2%,11%,-0.6%,-2%,
Cc1[nH]c2ccc(C(=O)NCCN3CCOCC3)cc2c1C,-7%,15%,-16%,1.1%,3%,/,7%,-2.2%,-1%,
CCOc1ccccc1-c1n[nH]c(=S)o1,-4%,6%,-3%,-1.2%,16%,-1.4%,18%,-1.1%,0%,
FC(c1nc2ccccc2[nH]1)C(F)(F)F (stereo not drawn),-10%,3%,-1%,4.1%,-1%,-8.6%,15%,-1.8%,2%,
Cn1cc(S(=O)(=O)N2CCN(c3ccccc3)CC2)c(=O)n(C)c1=O,-7%,9%,-3%,1.4%,-1%,-0.3%,2%,-0.9%,9%,
COc1ccc(/C=C/C(=O)NCC(=O)N/N=C(\C)Cc2ccccc2)cc1,-2%,5%,-3%,5.6%,2%,/,4%,0.7%,15%,
CCOC(=O)c1cc([N+](=O)[O-])sc1NC(=O)c1ccc(S(=O)(=O)N2CC3(C)CC2CC(C)(C)C3)cc1 (stereo not drawn),-2%,10%,0%,5.4%,-8%,-8.7%,-3%,3.1%,-5%,
O=C(O)c1ccc(NC(=O)c2ccc3c(c2)C(=O)N(CC2CCCO2)C3=O)cc1 (stereo not drawn),-7%,3%,-4%,1.4%,-2%,/,5%,-1.7%,0%,
CCCc1nc2ccccc2n1CCOC,-4%,5%,-6%,3.0%,3%,-8.3%,-4%,2.1%,-1%,
CCC(=O)Nc1nnc(S(=O)(=O)N(CC)c2cc(C)cc(C)c2)s1,-6%,4%,3%,3.6%,9%,/,1%,2.5%,4%,
CN(C)c1ccc(N2C(=NC(=O)CCc3ccccc3)SC3CS(=O)(=O)CC32)cc1 (stereo not drawn),1%,-3%,-1%,-0.1%,7%,/,2%,11%,-2%,
O=C(O)CC/C(=N/NC(=O)CNC(=O)Cc1ccccc1)c1ccccc1,-10%,13%,-9%,1.4%,-8%,/,13%,-2.0%,-3%,
c1ccc(CSc2nnc([C@@H]3CCCN3)o2)cc1,-8%,3%,4%,0.3%,16%,-2.3%,4%,0.6%,4%,
CC(Sc1nc2ccccc2s1)C(=O)c1c(N)n(C)c(=O)n(C)c1=O (stereo not drawn),-2%,8%,-2%,2.4%,-4%,-0.7%,1%,0.7%,4%,
CCOc1cc(N2CCOCC2)c(OCC)cc1NC(=O)COC(=O)c1cc(C)cc(C)c1,8%,12%,-8%,4.9%,-6%,2.4%,7%,-1.4%,6%,
CCC(=O)c1cn(CC(=O)Nc2ccc(C)cc2C)c2ccccc12,-5%,-4%,-11%,1.4%,12%,/,4%,0.3%,3%,Dengue-2 NS5 capping pilot replicate=-2.8
Cc1ccc(/C=N/n2c(COc3ccccc3)n[nH]c2=S)o1,-2%,8%,-2%,-1.5%,15%,-1.7%,7%,-2.2%,0%,
CCOC(=O)c1c(S(=O)(=O)NCC(=O)NCc2ccccc2Cl)c(C)n(C)c1C,-9%,6%,8%,0.6%,6%,/,4%,-0.1%,-2%,
O=C(O)CSCC(=O)Nc1ccc(S(=O)(=O)N2CCCCC2)cc1,-4%,-1%,-2%,1.6%,-3%,-9.2%,-5%,-2.7%,-2%,
Cc1onc(-c2ccccc2)c1C(=O)c1c[nH]c(C(=O)NCCCN2CCOCC2)c1,-4%,1%,-2%,-0.6%,5%,-3.0%,5%,-1.1%,4%,
Cc1cc(C)cc(NC(=O)C(=O)NCC2CCCN2S(=O)(=O)c2cccs2)c1 (stereo not drawn),/,4%,-7%,20%,/,/,9%,/,/,
O=C(c1ccc(Cl)cc1)C1CCCN(Cc2cccn2-c2ccccn2)C1 (stereo not drawn),-4%,3%,-1%,1.6%,-5%,-6.2%,32%,-0.9%,10%,
CCOc1ccc(CC2c3cc(OCC)c(OCC)cc3CCN2C(=O)c2cc(OC)c(OC)c(OC)c2)cc1OCC (stereo not drawn),-4%,9%,-6%,3.9%,-1%,-4.9%,4%,-0.6%,0%,
